Bioassay records from PubChem BioAssay.
aSyn UTR inh = 5' untranslated region of α-synuclein, MLPCN primary screen | alpha-synuclein 5'UTR reporter, inhibitor activity | inhibition, % (tested at 7.5 µM) | actives 0.82% (n = 300,000) | AID 1813; in the data active = inhibition above about 60%;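 also: H4 neuroglioblastoma cells stably carrying SNCA 5'UTR luciferase fusion; 0% = DMSO wells and 100% = positive control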
SKKanGAS inh = blocks kanamycin growth of S. pyogenes SKKanGAS strain; actives 1.3% (n = 300,000); BacTiter-Glo, 6 h; inhibition, % at 7.5 µM;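 active = mean replicate score, as percent of positive control median, at least 50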;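 also: strain carries kanamycin resistance gene driven by streptokinase promoter and grows in 40 µg/ml kanamycin; loss of luminescence reflects streptokinase promoter inhibition or plain growth inhibition; 0% = median of DMSO wells and 100% = positive control at its reference dose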
TRPC4 potent = allosterically enhances the mouse TRPC4 cation channel. AID 2227. B-score at 10 µM. Q9QUQ5. actives 0.42% (n = 310,000). HEK293 TRPC4beta/mu-opioid, DAMGO EC20, Fluo-4 Ca2+ flux; stronger effect = higher value;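 active = B-score of calcium response area above 5 SD of library B-scores, with initial fluorescence ratio within 5 SD of library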;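 also: B-score of integrated fluorescence ratio over time as area under calcium response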
TRPC6 inh = mouse TRPC6 channel inhibition. Q61143. HEK293-TRPC6, membrane potential dye, ACh-evoked depolarization; stronger effect = lower value. B-score at 10 µM. actives 1.1% (n = 310,000). AID 2553;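 active = B-score under library mean minus 3 SD, initial fluorescence not abnormally high, positive integrated signal ratio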;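 also: B-score derived from integrated fluorescence ratio over the kinetic read; more negative B-score means stronger inhibition of depolarization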
Target sequence (Q61143 whole entry, looked up): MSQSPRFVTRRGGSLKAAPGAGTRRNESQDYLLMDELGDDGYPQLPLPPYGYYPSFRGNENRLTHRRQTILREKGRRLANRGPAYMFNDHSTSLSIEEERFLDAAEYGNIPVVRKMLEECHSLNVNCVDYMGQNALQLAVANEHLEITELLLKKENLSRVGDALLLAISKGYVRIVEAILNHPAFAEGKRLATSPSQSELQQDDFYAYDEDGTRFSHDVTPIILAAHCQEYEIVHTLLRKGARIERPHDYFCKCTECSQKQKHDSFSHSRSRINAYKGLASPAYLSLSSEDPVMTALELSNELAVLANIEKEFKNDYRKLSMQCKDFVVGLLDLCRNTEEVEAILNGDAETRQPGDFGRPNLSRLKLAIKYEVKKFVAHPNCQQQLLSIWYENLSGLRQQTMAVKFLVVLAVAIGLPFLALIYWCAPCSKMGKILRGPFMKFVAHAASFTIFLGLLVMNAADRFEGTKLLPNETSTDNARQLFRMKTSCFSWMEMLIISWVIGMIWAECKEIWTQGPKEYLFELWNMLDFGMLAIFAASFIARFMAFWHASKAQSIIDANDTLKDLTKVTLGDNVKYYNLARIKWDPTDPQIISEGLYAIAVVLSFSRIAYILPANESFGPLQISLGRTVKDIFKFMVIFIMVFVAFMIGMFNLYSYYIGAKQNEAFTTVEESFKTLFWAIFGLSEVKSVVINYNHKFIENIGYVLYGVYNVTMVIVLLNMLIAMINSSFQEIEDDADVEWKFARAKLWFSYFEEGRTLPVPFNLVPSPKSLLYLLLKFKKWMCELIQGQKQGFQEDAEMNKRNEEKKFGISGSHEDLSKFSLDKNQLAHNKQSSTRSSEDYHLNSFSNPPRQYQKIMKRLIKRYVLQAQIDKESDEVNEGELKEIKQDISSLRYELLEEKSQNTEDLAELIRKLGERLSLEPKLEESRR
TRPC6 activator = mouse TRPC6 channel activation; AID 2550; actives 0.13% (n = 310,000); B-score at 10 µM; HEK293-TRPC6 membrane potential dye fluorescence; stronger effect = higher value;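 active = B-score of the integrated fluorescence ratio above library mean plus 3 SD, and starting fluorescence ratio within library mean plus 5 SD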;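 also: higher score means more depolarization so channel activation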
HIF activator = HIF pathway transcriptional activation; actives 0.32% (n = 300,000); AID 1910; U2OS HRE-luciferase reporter, luminescence; normalized: DMSO 0%, desferrioxamine 100%; activation, % at 7.5 µM (by protocol);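 active = mean activation of at least 10% of the iron chelator positive control signal, with at least half of replicates also reaching 10%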
TRPC4 act = activators of mouse TRPC4 channel; AID 2237; Q9QUQ5; actives 0.49% (n = 310,000); B-score at 10 µM; HEK293 TRPC4beta/mu-opioid, Fluo4 calcium fluorescence; stronger effect = higher value;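 active = B-score above 5 SD of library B-scores, and initial fluorescence ratio not above library mean plus 5 SD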;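 also: positive B-score marks a calcium rise read as TRPC4 activation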
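Assay system: HEK293 stable line with TRPC4beta plus mu-opioid receptor. Times: dye 45 min RT, read 110 s. Measured by: kinetic Fluo4 calcium fluorescence. Measure: B score of integrated ratio. Controls: assay buffer as low control, maximal DAMGO as high control.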
TRPC4 block = TRPC4 (mouse) channel inhibition | AID 2247 | actives 0.39% (n = 300,000) | HEK293 TRPC4beta/mu-opioid, DAMGO-evoked Fluo4 calcium flux; stronger effect = lower value | B-score at 10 µM | Q9QUQ5;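 active = B-score over 3 SD under the library average, no early fluorescence shift, positive overall ratio signal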
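test system = HEK293 cells with stable TRPC4beta plus mu-opioid receptor expression | detection = Fluo4 Ca2+ flux fluorescence | read-out = integrated fluorescence ratio relative to baseline, converted to per-well B score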
IEC-6 cytotox = IEC-6 cytotoxicity, counter-screen for KLF5 inhibitors. actives 0.78% (n = 290,000). inhibition, % at 5 µM. luminescence viability; in the data active = inhibition above about 22%;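 also: 0% = plate median of test compound wells and 100% = cytotoxic reference compound wells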
KLF5 inhibitor = inhibitors of KLF5 expression. inhibition, % at 5 µM. DLD-1 KLF5 promoter-luciferase reporter, luminescence. actives 0.23% (n = 290,000). AID 1700;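 active = inhibition above a per-plate limit of that plate's mean compound inhibition plus 3 SD, cut at about 60% in these data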;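 also: 0% = DMSO wells and 100% = LY294002 at 200 µM; higher means less KLF5 promoter-driven luciferase light; inactives centre near -14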
MrgX1 antag = blocks BAM8-22 activation of human MrgX1 receptor | actives 1.3% (n = 310,000) | Q96LB2 | AID 588676 | MRGX1-HEK293 calcium flux, Fluo-4, BAM8-22 antagonism; stronger effect = lower value | B-score at 10 µM;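 active = calcium-response B-score plate-corrected more than 3 library SD below zero, starting fluorescence within 5 deviations, no agonist response on first addition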;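 also: peak minus trough fluorescence over baseline after final BAM8-22 challenge near maximal dose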
Active calls of the source: *; i = inactive; . = not tested or not shown.

mol,aSyn UTR inh,SKKanGAS inh,TRPC4 potent,TRPC6 inh,TRPC6 activator,HIF activator,TRPC4 act,TRPC4 block,IEC-6 cytotox,KLF5 inhibitor,MrgX1 antag
CC1=NN(C(N)=S)C(=O)C1N=Nc1ccc(Cl)cc1Cl (stereo not drawn),-184,6,i,i,i,-10.0,i,i,-1,-134,i
CCc1nc(SCC(=O)NC2CCCC2)c2c(=O)n(C)c(=O)n(C)c2n1,-3,0,i,i,i,0.1,i,i,-2,-30,i
COc1cccc(NC(=O)CN2CCCCCC2)c1,-30,2,i,i,i,0.9,i,i,-4,-18,i
Cc1ccccc1CC1(CO)CCCN(C(=O)c2cc(-c3ccccc3)no2)C1 (stereo not drawn),-16,-10,i,i,i,0.2,i,i,-4,5,i
Cc1ccc2nc(-c3ccccn3)cc(C(=O)Nc3ccc(S(=O)(=O)N4CCOCC4)cc3)c2c1,12,15,i,i,i,-0.6,i,i,2,-18,i
COc1ccc(S(=O)(=O)N2CCOC2CNC(=O)C(=O)NCCc2c[nH]c3ccccc23)cc1 (stereo not drawn),-7,-3,i,i,i,-0.1,i,i,-3,-1,i
CC1(C)CC(=O)C(N=Nc2cc3c(cc2[N+](=O)[O-])OCCO3)=C(O)C1,-39,-13,i,i,i,-0.4,i,i,2,-12,i
N#Cc1c(NCCN)nc(-c2ccccc2)c2c1CCCC2,18,2,i,-6.2*,i,0.5,i,i,-2,-26,i
O=C(C1CCCCC1)N1CCN(S(=O)(=O)c2ccc(Br)cc2)CC1,21,-17,i,i,i,-0.2,i,i,-4,-5,i
Cc1nn(-c2ccccc2C(F)(F)F)c(=O)c2noc(C)c12,.,-3,i,i,i,.,i,i,-3,5,i

mol,aSyn UTR inh,SKKanGAS inh,TRPC4 potent,TRPC6 inh,TRPC6 activator,HIF activator,TRPC4 act,TRPC4 block,IEC-6 cytotox,KLF5 inhibitor,MrgX1 antag
CCCC(NC(=O)COc1cc2c(c3oc(=O)cc(C)c13)CCC(C)(C)O2)C(=O)O (stereo not drawn),-2,6,i,i,i,-1.1,i,i,2,-7,i
C#CCOCCOCCOCCNc1nc(N2CCN(C(=O)[C@H](CCCCN)n3cc([C@@H](N)C(C)CC)nn3)CC2)nc(N2CCN(C(=O)[C@H](Cc3ccc(O)cc3)n3cc([C@@H](N)C(C)CC)nn3)CC2)n1 (stereo partly drawn),10,3,i,i,i,0.6,i,i,1,-13,i
CN(/N=C/c1ccc2c(c1)OCO2)c1nc(N2CCOCC2)nc(N2CCOCC2)n1,-32,2,i,i,i,0.8,i,i,0,5,i
COc1ccc(CNC(=O)CCN2C(=O)c3ccccc3C2=O)cc1OC,-6,2,i,i,i,-0.5,i,i,0,-6,i
Cn1c(N)c(C(=O)COC(=O)c2cc(-c3ccco3)nc3ccccc23)c(=O)n(C)c1=O,0,15,i,i,i,0.7,i,i,4,-11,.
COc1ccc(NC(=O)CN2C(=O)COc3ccc(C)cc32)c(OC)c1,-1,-7,i,i,i,0.1,i,i,2,-28,i
CCCCn1nnc(NC(=O)c2ccc(-c3cccc([N+](=O)[O-])c3)o2)n1,-37,-2,i,i,i,0.8,i,i,-1,-50,i
OC(C#CCN1CCOCC1)(c1ccccc1)C1CC1 (stereo not drawn),-7,0,i,i,i,0.0,i,i,-2,-21,i
CCOC(=O)C1(Cc2ccc(OC)cc2)CCN(C(=O)c2sc(C)nc2C)CC1,-3,-2,i,i,i,-0.1,i,i,4,0,i
COC(=O)Cc1c[nH]c2cccc(OCC(O)CN(Cc3ccc([N+](=O)[O-])cc3)C(C)(C)C)c12 (stereo not drawn),-8,-3,i,i,i,-0.3,i,i,-8,-55,i

mol,aSyn UTR inh,SKKanGAS inh,TRPC4 potent,TRPC6 inh,TRPC6 activator,HIF activator,TRPC4 act,TRPC4 block,IEC-6 cytotox,KLF5 inhibitor,MrgX1 antag
S=C(NCCSCc1c(Cl)cccc1Cl)Nc1ccccc1,21,.,i,i,i,0.2,i,i,4,26,i
O=C(O)COc1cccc(NC(=O)C2CCCO2)c1 (stereo not drawn),27,7,i,i,i,0.0,i,i,-2,-11,i
COc1ccc(/C=N/NC(=O)c2ccncc2)cc1[N+](=O)[O-],-3,-16,i,i,i,0.0,i,i,2,-33,i
COc1ccc(N(C(=O)C(C)C)S(=O)(=O)c2ccc3c(c2)n(C)c(=O)n3C)cc1,-3,2,i,i,i,-0.1,i,i,2,-26,i
O=C(CN1CCN(S(=O)(=O)c2ccc(Cl)cc2)CC1)Nc1ccc2c(c1)OCO2,-8,4,i,i,i,-0.9,i,i,-1,-3,i
Cc1cc(O)c2c(C)c(CC(=O)N3CCN(C(=O)C4COc5ccccc5O4)CC3)c(=O)oc2c1 (stereo not drawn),11,8,i,i,i,1.3,i,i,-1,-8,i
COc1ccc(N=Cc2oc3ccc4ccccc4c3c2O)cc1,-223,-13,i,i,i,1.1,i,i,0,-22,-5.1*
CCN(CC)c1ccc(/C=N/NC(=O)Cc2ccc(OC)c(OC)c2)cc1,26,-2,i,i,i,-0.4,i,i,5,-30,i
COc1ccc(/C=C2/Sc3ccc(C(=O)N4CCc5ccccc5C4)cc3NC2=O)cc1,-16,102*,i,i,i,-0.3,i,i,-5,1,i
Cn1c(CN2CCOCC2)nc2cc(NC(=O)COc3ccccc3)ccc21,.,.,i,i,i,.,i,i,-3,-40,i

mol,aSyn UTR inh,SKKanGAS inh,TRPC4 potent,TRPC6 inh,TRPC6 activator,HIF activator,TRPC4 act,TRPC4 block,IEC-6 cytotox,KLF5 inhibitor,MrgX1 antag
Cc1cccc(N2C(=O)C(O)=C(C(=O)c3cccs3)C2c2cccc(Oc3ccccc3)c2)n1 (stereo not drawn),-31,65*,i,i,i,2.9,i,i,2,-14,i
CCN1CCN(C(c2cc(OC)c(OC)c(OC)c2)c2nnnn2C(C)C)CC1 (stereo not drawn),-20,2,i,i,i,-0.1,i,i,-2,-28,i
CCCNC(=O)CN(C)S(=O)(=O)c1ccc(F)cc1,31,-1,i,i,i,-0.1,i,i,-6,-19,i
Cc1cc2nnc(SCc3ccccc3)n2c(N)n1,7,8,i,i,i,0.0,i,i,-3,-42,i
COc1ccc(NC(=O)c2ccc3snnc3c2)cc1,-107,-4,i,i,i,3.3,i,i,1,-95,i
CC(=O)N1CC(=O)N(c2ccccc2)C1=O,-2,-1,i,i,i,0.6,i,i,6,-15,i
Cn1c(NC(=O)/C=C/c2ccc(Cl)c(Cl)c2)cc(=O)n(C)c1=O,-181,3,i,i,i,0.3,i,i,-5,-19,i
Cc1ccc(NC(=O)c2oc3ccc(S(=O)(=O)N4CCOCC4)cc3c2C)c(C)c1,-5,-3,i,i,i,0.1,i,i,3,-26,i
COCCCNC(=O)CSc1nc2ccccc2c(=O)n1CCC(=O)NCCc1ccc(OC)c(OC)c1,-7,-2,i,i,i,0.0,i,i,8,-17,i
COc1cc2c(c(OC)c1OC)-c1c(cc3c(c1OC)OCO3)C[C@H](C)[C@@](C)(O)C2,11,2,i,i,i,-0.1,i,i,.,.,i

mol,aSyn UTR inh,SKKanGAS inh,TRPC4 potent,TRPC6 inh,TRPC6 activator,HIF activator,TRPC4 act,TRPC4 block,IEC-6 cytotox,KLF5 inhibitor,MrgX1 antag
Cc1cc2c(cc1S(=O)(=O)N1CCN(c3ccc(Cl)cc3)CC1)OCCN2C,20,7,i,i,i,-0.3,i,i,11,10,i
Cc1c(-n2cccc2C=O)cccc1[N+](=O)[O-],-12,-2,i,i,i,-0.5,i,i,-2,-10,i
CCCCc1ccc(NC(=O)CN2NS(=O)(=O)c3ccccc3C2=O)cc1,21,3,i,i,i,-0.2,i,i,-3,-34,i
CCOc1cc(/C=N/Nc2nnc(C)n2N)ccc1O,5,1,i,i,i,1.2,i,i,-3,5,i
COc1cccc(C(=O)Nc2cccc3c2ccc2cccn23)c1,31,3,i,i,i,0.3,i,i,-5,10,i
Cc1ccc(C)c2[nH]c(=O)c(CN(Cc3ccc4c(c3)OCO4)Cc3nnnn3Cc3ccco3)cc12,20,8,i,i,i,-0.1,i,i,-13,11,i
NS(=O)(=O)c1ccc(CCNC(=O)/C=C/c2ccc([N+](=O)[O-])cc2)cc1,-4,-4,i,i,i,0.0,i,i,3,15,i
CNC(C)C#Cc1ccc2oc3cc(C)c(C)cc3c(=O)c2c1 (stereo not drawn),-196,5,i,i,i,5.0,i,i,.,.,i
COc1ccc(/C(C)=C2\SC(=S)N(CCC(=O)O)C2=O)cc1,-2,4,i,i,i,-1.5,i,i,-5,7,i
CCOC(=O)C1CCCN(C(=O)c2cncc(Br)c2)C1 (stereo not drawn),-14,-1,i,i,i,0.2,i,i,-6,0,i

mol,aSyn UTR inh,SKKanGAS inh,TRPC4 potent,TRPC6 inh,TRPC6 activator,HIF activator,TRPC4 act,TRPC4 block,IEC-6 cytotox,KLF5 inhibitor,MrgX1 antag
Cc1cc(NS(=O)(=O)c2ccc(NC(=O)c3c(F)c(F)c(F)c(F)c3F)cc2)nc(C)n1,-16,1,i,i,i,-0.9,i,i,1,-36,i
CC(C(=O)N1CCN=C1c1ccccc1)N1C(=O)c2ccccc2C1=O (stereo not drawn),9,3,i,i,i,0.0,i,i,-3,-2,i
COc1cc(CNCc2cccc(OC)c2OC)cc(OC)c1,4,-1,i,i,i,-9.6,i,i,2,-34,i
Cn1cc(CN2CCCCC2CO)c(-c2ccc(Oc3ccccc3)cc2)n1 (stereo not drawn),17,.,i,i,i,0.4,i,-7*,-1,-21,i
CCOC(=O)N1CCN(C(=O)C2c3cc(OC)c(OC)cc3C(=O)N3CCc4ccccc4C23)CC1 (stereo not drawn),-12,0,i,i,i,0.4,i,i,-4,-14,i
CCC(=O)N1CCN(CCN=CC2=C(O)CC(C)(C)CC2=O)CC1,12,0,i,i,i,-0.2,i,i,2,-47,i
CCCCC1CC(C)(C(=O)CSc2nc3ccccc3s2)OC1=O (stereo not drawn),20,-15,i,i,i,-0.1,i,i,-2,-24,i
Cc1nn(C)c(Cl)c1CN1CCCC(CO)(Cc2cccc(Cl)c2)C1 (stereo not drawn),-15,7,i,i,i,0.2,i,i,-3,-29,i
O=C(O)Cn1ccc2cc(S(=O)(=O)N3CCCCCC3)ccc21,-23,2,i,i,i,-0.4,i,i,1,-15,i
Cc1nc2ccccn2c1C(=O)CSc1ccc(Cl)cc1Cl,1,-2,i,i,i,-0.5,i,i,3,-4,i
Cc1onc(-c2ccccc2Cl)c1C(=O)NCc1nc(-c2ccccc2)no1,8,0,i,i,i,0.0,i,i,5,-48,i
CCOC(=O)c1sc(N)c(C#N)c1COC(=O)CNC(=O)c1cc(OC)c(OC)c(OC)c1,2,11,i,i,i,-0.2,i,i,0,-20,-6.6*
